# PGC1a acetyl inh – inhibitors of PGC1a acetylation signal, primary screen, cell-based, U2OS, AlphaScreen, inhibitor mode; AlphaScreen anti-acetyl-lysine; with virally co-expressed GCN5 acetyltransferase; inhibition, % at 15.6 µM; 0.17% of 350,000 active; AID 651687, 2012;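 active = every replicate shows inhibition of at least 40%; inconclusive = mean inhibition at least 40% but some replicate below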;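 also: 0% = neutral control wells and 100% = positive control wells; some results beyond the cut were filed as inactive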
# GSIS activator – GLuc luminescence reporter in INS-1E cells, primary screen for activators of glucose-dependent secretion of insulin. activation, % at 16.6 µM. AID 743287, 2014. INS-1E GLuc reporter insulin secretion, 2-3 h. 0.61% of 370,000 active;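 active = lowest replicate activation of at least 40%, so every replicate reaches that level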;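 also: 0% = median of neutral control wells and 100% = median of IBMX positive control wells; some compounds called inactive have numbers as strong as hits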
# PglD inh – C. jejuni PglD acetyltransferase inhibitors, primary screen, biochemical, DTNB colorimetric, single point | UDP-N-acetylbacillosamine N-acetyltransferase PglD (Campylobacter jejuni) | purified PglD enzyme, DTNB colorimetric CoA detection | inhibition, % at 12.5 µM | 0.098% of 360,000 active | AID 602405, 2012; in the data active = inhibition above about 16%, passing the limit was not always enough; inconclusive = no clear call, values can overlap the other calls; also: strong numbers were not always called active
# Cneo AK release – Cryptococcus neoformans cell lysis inducers, primary screen, AK release luminescence, single concentration; 0.2% of 360,000 active; lysis activity, % at 15 µM; C. neoformans lysis, adenylate kinase release luminescence, 4 h; normalised: neutral wells 0, clomiphene wells 100;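 active = mean lysis activity across replicates of at least 80%, whatever share of replicates individually reach that level; inactive = mean lysis activity below 80%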
#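 Schedule: static 4 h at 37 °C with compound, 1 h detection; system: C. neoformans cells; benchmarks: Clomiphene as positive control; buffer or medium: fresh YPD medium; measure: luminescence rise reflecting yeast cell lysis; measured by: luminescent adenylate kinase detection reagent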
# FN deposit inh – inhibitors of fibronectin matrix deposition, primary screen, AH1F cells, Alexa488-fibronectin fluorescence, plate reader; AH1F fibroblasts, overnight; inhibition, % at 12.6 µM; 0.086% of 350,000 active; AID 743247, 2014;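 active = mean inhibition across replicates of 30% or more, regardless of how many single replicates reach that level; inconclusive = mean under 30% yet at least half of replicates reach 30%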;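 also: positive control wells lacked labelled fibronectin entirely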
#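 Material: AH1F fibroblast monolayer depositing Alexa488-labelled fibronectin into matrix | Input: 10000 AH1F cells/well | Medium: DMEM plus 2% serum, read in PBS | Reagent: Alexa488-fibronectin, 24 nM final in well | Compound dosing: One dose per compound, pinned | Schedule: 1 h adhesion, overnight exposure | Measured by: Fluorescence at 485 nm excitation, 525 nm emission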
# miR-122 sensor – miR-122 Renilla sensor signal increase in Huh7, primary screen, miR-122 inhibitor project, cell-based, single point, plate reader | Huh7 miR-122 Renilla luciferase sensor, 48 h; neutral wells = 0, positive control = 100 | activation (reporter increase), % at 12.5 µM | 0.3% of 340,000 active | AID 602342, 2012;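 active = mean replicate activation score at least 90 and every replicate individually at or above 90; inconclusive = only one of the two criteria met; inactive = neither criterion met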;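 also: higher luciferase means less miR-122 activity so hits act as miR-122 inhibitors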
# CFTR F508del cor – F508del CFTR correction, initial screen, CFBE line, single point. 0.36% of 350,000 active. CFBE cells, YFP halide quenching; stimulated with forskolin plus potentiator P3; % fluorescence drop versus neutral controls. activity (quench increase), % at 7.58 µM;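 active = mean added fluorescence quench of at least 8% versus neutral control, with both replicates also reaching 8%; inconclusive = only one of the mean or replicate conditions met; inactive = mean below 8% and not both replicates reaching 8%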;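 also: cells transiently co-express mutant CFTR-F508del with the halide-sensitive YFP; corrector assay measuring rescue of mutant channel to the surface after 24 h compound exposure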
# C2C12 statin – suppressors of statin myotoxicity in C2C12 myotubes, primary screen, cell-based, single point, plate reader. rescue of ATP level, % at 7.49 µM. AID 602340, 2012. C2C12 myotubes + simvastatin, ATP luminescence, 48 h; scaled: DMSO 0, geranylgeraniol control 100. 0.78% of 330,000 active;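 active = mean ATP rescue above about 67%, or every replicate alone reaching that limit, limit read from the data, passing the limit was not always enough; inconclusive = no clear call, values can overlap the other calls; inactive = mean under the limit and some replicate under it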;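 also: myotubes were challenged with 10 µM simvastatin during compound exposure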
# Starred values were filed as active, the others as inactive; ? = inconclusive; . = not tested or not shown; [ ] = another dose, or the depositor's remark.
cpd	Molecule	PGC1a acetyl inh	GSIS activator	PglD inh	Cneo AK release
1	COc1ccc(CN2CCN(Cc3ccc(Br)cc3)CC2)c(OC)c1OC	.	-24.6	-3.8	3.3
2	CC(C)C[C@@H](CN1CCCC1CN1C(=S)NC[C@@H]1Cc1ccc(O)cc1)N1C[C@H](Cc2ccc(O)cc2)N(CCc2ccccc2)C1=S (stereo not given in full)	.	96.2	0.4	0.2
3	CC(=O)N1[C@@H]2c3ccc(-c4ccccc4)c(=O)n3C[C@@H]2[C@@H](CO)[C@@H]1C(=O)NC1CCC1	.	-4.8	-0.8	-1.2
4	Cc1cc(NC(=O)CCN2CCN(C/C=C/c3ccccc3)CC2)ccc1Br	-35.1	-16.9	2.4	1.7
5	CC1CCC(NC(=O)CCN2C(=O)C3CC=CCC3C2=O)CC1 (stereo not given)	.	15.6	2.2	1.1
6	Cc1cc(SCC(=O)OC(C)C(=O)N(C)c2ccccc2)nc2ccccc12 (stereo not given)	-14.7	-32.3	0.2	-3.9
7	Cc1cc(OCCOCCNC(C)C)cc(C)c1Cl	5.9	.	3.8	5.0
8	CCOC(=O)CCc1c(C)nc2cc(C3CCCN(C(=O)OC(C)(C)C)C3)[nH]n2c1=O (stereo not given)	-19.6	-3.9	2.1	-1.8
9	Cc1ccc2c(c1)N(CCC(=O)NCc1cccnc1)C(=O)CO2	-3.8	.	-1.4	-0.7
10	CN(C)S(=O)(=O)c1ccc(C(=O)Nc2nnc(SCC(=O)N3CCOCC3)s2)cc1	.	28.5	-1.8	-1.3

cpd	FN deposit inh	miR-122 sensor	CFTR F508del cor	C2C12 statin
1	2.3	.	1.5	11.1
2	.	.	1.1	-42.1
3	.	-4.9[16.7 µM]	-1.9	-14.9
4	2.0	-5.9	-1.2	1.3
5	.	.	-3.3	3.4
6	-4.3	-5.1	0.3	10.9
7	.	9.6	.	-11.0
8	.	-4.7	.	-2.4
9	1.4	2.2	.	7.0
10	6.7	-2.6	-2.1	-7.7

# The list goes on:
cpd	Molecule	PGC1a acetyl inh	GSIS activator	PglD inh	Cneo AK release
11	O=C(Cn1ncc2c3ccccc3n(Cc3ccccc3)c2c1=O)NC1CCCC1	4.5	13.6	1.0	10.7
12	COc1cccc(-c2cnc3c(c2)C(=O)N([C@H](C)CO)C[C@H](C)[C@@H](CN(C)Cc2ccc(F)cc2)O3)c1	-10.7	1.4	2.4	-9.9
13	C[C@@H]1CCCCO[C@@H](CN(C)S(=O)(=O)c2ccccc2)[C@@H](C)CN([C@@H](C)CO)C(=O)c2cc(N(C)C)ccc2O1	-11.9	-0.9	-2.1	0.5
14	O=C(Cn1cnc2c(nnn2-c2ccccc2)c1=O)NCC1CCCO1 (stereo not given)	6.3	8.6	3.8	-1.0
15	CO[C@H]1CN(C)C(=O)c2cc(NS(=O)(=O)c3ccc(Oc4ccccc4)cc3)ccc2OC[C@H](C)NC[C@H]1C	-11.7	9.1	6.3	-0.7
16	O=C(NCc1ccc2c(c1)OCO2)c1ccc(S(=O)(=O)N2CCCCC2)cc1	.	.	-6.6	-0.9
17	CCn1cnc2cc(NC(=O)c3ccco3)ccc21	-6.3	.	3.0	-5.2
18	COC(=O)c1ccc2c(=O)[nH]c(CN3c4ccccc4CC3C)nc2c1 (stereo not given)	2.8	.	-11.0	2.6
19	COc1cccc(-c2c(C(=O)N/N=C/c3ccc(C)o3)nnn2-c2nonc2N)c1	-4.8	8.7	-4.5	1.2
20	Cc1ccc(S(=O)(=O)N[C@@H]2CC[C@@H](CC(=O)NCCCN(C)C)O[C@H]2CO)cc1	-11.6	0.3	3.4	1.1

cpd	FN deposit inh	miR-122 sensor	CFTR F508del cor	C2C12 statin
11	-1.3	.	0.5	-8.8
12	.	-2.1[16.7 µM]	-3.4	33.0
13	.	3.2[16.7 µM]	-1.8	22.1
14	8.9	-0.1	-2.4	1.5
15	-5.1	5.2[16.7 µM]	3.9	-10.1
16	-8.2	-0.7	.	9.0
17	-4.4	-2.5	.	-5.3
18	-8.4	-5.4	.	2.2
19	1.0	-9.2	1.2	2.1
20	.	.	-0.9	1.9

# Next results follow:
cpd	Molecule	PGC1a acetyl inh	GSIS activator	PglD inh	Cneo AK release
21	Cc1ccc(S(=O)(=O)N2CCC(C(=O)OCC(=O)Nc3cc(S(C)(=O)=O)ccc3Cl)CC2)cc1C	14.4	-4.8	-0.7	-4.9
22	CCCN1C(=O)c2ccc(C(=O)Nc3ccccc3C(=O)O)cc2C1=O	0.3	-0.3	-1.5	-2.6
23	Cc1ccc(S(=O)(=O)Oc2ccc(/C=C(/NC(=O)c3ccccc3)C(=O)NCCC(=O)O)cc2)cc1	-4.7	-4.3	1.7	5.0
24	CCCNC(=O)Cn1cnc2sc(C(=O)N3CCCC(C(=O)OCC)C3)c(C)c2c1=O (stereo not given)	5.5	.	2.8	0.5
25	O=C1c2cccc3cc(Br)cc(c23)C(=O)N1Nc1ccccc1	-28.2	.	1.1	-0.8
26	c1ccc(-c2cc(-c3ccccc3)n3ncnc3n2)cc1	?	25.8	.	.
27	Cn1c(=O)c2c(SCC(=O)N3CCOCC3)nc(-c3ccccc3Cl)nc2n(C)c1=O	3.8	4.3	-3.9	-1.3
28	Cc1ccccc1C(=O)NC(=S)NCc1cccnc1	.	.	-6.2	-1.2
29	O=C(Nc1ccc(NC(=S)NC(=O)c2ccco2)cc1)c1ccccc1	.	17.3	-2.1	0.4
30	CCN(CC)CCN(C(=O)CCS(=O)(=O)c1ccccc1)c1nc2cc(C)cc(C)c2s1	3.8	-5.3	1.3	-5.3

cpd	FN deposit inh	miR-122 sensor	CFTR F508del cor	C2C12 statin
21	.	-5.6	0.5	2.6
22	5.3	-9.8	-1.7	7.9
23	-2.4	-11.1	-0.1	0.3
24	.	-0.6	.	2.1
25	-3.1	-1.9	.	21.5
26	5.5	-0.4	-0.4	.
27	4.7	.	-0.6	.
28	5.8	5.0	-1.8	-1.5
29	-7.1	.	-1.7	-4.3
30	0.8	2.5	2.5	1.3

# Other structures:
cpd	Molecule	PGC1a acetyl inh	GSIS activator	PglD inh	Cneo AK release
31	O=S(=O)(NCC(Nc1ccc(Cl)cc1)c1ccccc1)c1ccccc1 (stereo not given)	-11.7	-26.3	5.2	-0.3
32	CC(=O)N1[C@@H]2c3ccc(C4=CCCC4)c(=O)n3C[C@H]1[C@H](CO)[C@H]2C(=O)N[C@@H](C)c1ccccc1	.	-2.5	-1.0	-1.0
33	CN(C)CC(=O)Nc1ccc2c(c1)[C@@H]1C[C@@H](CC(=O)N3CCN(C)CC3)O[C@@H](CO)[C@@H]1O2	5.2	8.1	2.6	-6.7
34	Cc1c(NS(=O)(=O)CC23CCC(CC2=O)C3(C)C)c(=O)n(-c2ccccc2)n1C (stereo not given)	3.2	.	2.7	0.2
35	CCCNC(=O)C[C@@H]1C[C@H]2c3cc(NS(=O)(=O)c4ccccc4)ccc3O[C@H]2[C@H](CO)O1	-3.5	-8.5	-5.3	-0.4
36	COC(=O)C=C1CCC2C3CCC4=CC(=O)CCC4(C)C3C(=O)CC12C (stereo not given)	-9.2	-25.0	-3.1	-1.2
37	CCC(=O)Nc1ccc(C(=O)Nc2cccc(OC)c2)cc1	-8.7	.	-4.5	-2.4
38	C=CCSc1nc(C)cc(C(=O)OCC)c1C#N	.	-1.3	-28.0	1.1
39	CCCCC(=O)Nc1cc(NC(=O)CC)ccc1Cl	0.1	.	-2.6	0.9
40	O=C(N/N=C/c1ccccc1C(=O)O)c1ccncc1	-1.9	4.4	-9.1	2.3

cpd	FN deposit inh	miR-122 sensor	CFTR F508del cor	C2C12 statin
31	4.0	13.3	.	-2.3
32	.	-3.5[16.7 µM]	1.0	0.5
33	10.5	0.1[16.7 µM]	-0.2	4.9
34	.	-3.9	.	-0.3
35	-2.0	-4.2[16.7 µM]	0.5	0.0
36	-1.3	-3.8	-1.2	2.3
37	.	-0.3	.	-43.8
38	-9.1	0.1	-0.3	4.1
39	-1.8	4.3	.	7.6
40	-5.9	-6.4	1.2	5.9

# Compound profiles (already shown). Order of screens: PGC1a acetyl inh, GSIS activator, PglD inh, Cneo AK release, FN deposit inh, miR-122 sensor, CFTR F508del cor, C2C12 statin
# COC(=O)C=C1CCC2C3CCC4=CC(=O)CCC4(C)C3C(=O)CC12C (stereo not given) is listed with -9.2, -25.0, -3.1, -1.2, -1.3, -3.8, -1.2, 2.3
# CCCNC(=O)C[C@@H]1C[C@H]2c3cc(NS(=O)(=O)c4ccccc4)ccc3O[C@H]2[C@H](CO)O1 is listed with -3.5, -8.5, -5.3, -0.4, -2.0, -4.2[16.7 µM], 0.5, 0.0
# CCCCC(=O)Nc1cc(NC(=O)CC)ccc1Cl is listed with 0.1, ., -2.6, 0.9, -1.8, 4.3, ., 7.6
# O=S(=O)(NCC(Nc1ccc(Cl)cc1)c1ccccc1)c1ccccc1 (stereo not given) is listed with -11.7, -26.3, 5.2, -0.3, 4.0, 13.3, ., -2.3

# Other compounds follow:
cpd	Molecule	PGC1a acetyl inh	GSIS activator	PglD inh	Cneo AK release
41	Cc1ccccc1-n1c(SCC(=O)Nc2ccccc2)nc2nc3c(cc2c1=O)CCCC3	-4.6	7.6	1.9	-0.7
42	Cc1ccc(S(=O)(=O)N2CCC(C(=O)OCC(=O)NC(C)c3ccc(F)cc3)CC2)cc1C (stereo not given)	-0.1	-34.0	-5.6	-1.4
43	COc1ccc(-c2nc(CS(=O)CC(=O)NC3CCCC3)c(C)o2)cc1OC (stereo not given)	-3.4	4.3	3.9	-15.3
44	O=C1N(Cc2cccc(Cl)c2)C[C@@H]2C[C@@H](c3ccco3)N3CCC[C@@]123	-14.7	-12.4	-14.3	-0.6
45	O=C(COC(=O)c1ccc2ccccc2c1O)Nc1ccccc1	-2.1	-2.7	-2.3	-5.9
46	O=C(NC(c1ccccc1)c1ccsc1)C1CCN(Cc2ccc(Oc3ccccc3)cc2)CC1 (stereo not given)	.	.	-1.7	3.3
47	COc1cc(C)c(COc2ncnc3ccccc23)cc1OC	.	10.3	.	1.0
48	COc1ccc2c3c([nH]c2c1)[C@@H](CO)N(C(=O)C1CC1)CC31CCN(C(=O)c2ccncc2)CC1	-9.4	1.5	.	.
49	Cc1ccccc1-c1ccc([C@H]2[C@@H](CO)N3CCCCN(CC4CC4)C[C@@H]23)cc1	-13.0	-7.3	0.3	0.8

cpd	FN deposit inh	miR-122 sensor	CFTR F508del cor	C2C12 statin
41	4.9	-6.1	.	7.5
42	-1.3	-9.0	0.2	8.6
43	2.4	.	-1.1	10.8
44	7.5	-3.7	1.5	-1.0
45	4.0	-3.2	-0.8	-1.1
46	-4.1	-19.3	-1.4	-23.7
47	7.1	-3.7	-0.3	19.9
48	-6.9	.	0.2	.
49	.	14.7[16.7 µM]	0.7	5.4

# Compound activity from PubChem BioAssay.
